GLD-1 RNA inh = GLD-1-TGE RNA interaction inhibition (C. elegans); Q17339; inhibition, % at 5.96 µM; actives 0.44% (n = 320,000); purified GLD-1 + fluorescein TGE RNA, fluorescence polarization;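 active means percent inhibition above a per-plate cutoff, the plate mean of test compounds plus 3 SD, cut at about 30% in these data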;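 further: 0% = DMSO wells with GLD-1 and probe and 100% = wells lacking GLD-1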
Target sequence (Q17339 whole entry, looked up): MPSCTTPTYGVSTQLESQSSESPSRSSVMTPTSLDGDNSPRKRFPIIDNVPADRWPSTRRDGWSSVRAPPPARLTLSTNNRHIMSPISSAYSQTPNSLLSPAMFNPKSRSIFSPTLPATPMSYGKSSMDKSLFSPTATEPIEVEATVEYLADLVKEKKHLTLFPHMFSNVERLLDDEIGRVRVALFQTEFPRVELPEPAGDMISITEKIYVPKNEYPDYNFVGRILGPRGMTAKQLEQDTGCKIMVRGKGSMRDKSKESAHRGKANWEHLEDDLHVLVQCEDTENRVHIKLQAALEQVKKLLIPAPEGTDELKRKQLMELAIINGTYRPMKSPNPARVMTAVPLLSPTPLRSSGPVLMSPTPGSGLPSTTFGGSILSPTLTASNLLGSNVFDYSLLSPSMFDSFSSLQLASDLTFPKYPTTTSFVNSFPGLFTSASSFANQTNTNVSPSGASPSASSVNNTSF
GRK2 aptamer HTS = inhibitors of human GRK2 displacing RNA aptamer; bead flow cytometry, FAM-aptamer displacement from GRK2; inhibition of aptamer binding, % at 10 µM; AID 488847; actives 0.59% (n = 330,000);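 active means inhibition of aptamer binding above 40%, roughly 3 SD of noise, on plates passing a quality check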;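 further: median bead fluorescence of bound FAM aptamer so fluorescent compounds give negative values; no value below 0 was filed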
VLA-4 inh = inhibition in a human VLA-4 binding assay | VLA-4 expressing cells, ligand binding flow cytometry | inhibition, % (about 7 µM as worked out from the volumes in the protocol) | actives 0.2% (n = 330,000); in the data active means inhibition above about 50%
MEX-5 binding = C. elegans MEX-5 TCR-2 RNA binding activity; Q9XUB2; MEX-5/FITC-TCR2 RNA binding, fluorescence polarization; active compounds read low; activity score (negative = inhibition of binding), % at 10 µM; actives 0.38% (n = 300,000); AID 1832;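 active means inhibition past about -25% in most replicates, and total fluorescence under double the plate's negative control median, limit read from the data; inconclusive means replicates evenly split on the limit, or fluorescence at least double controls; inactive means too little inhibition in most replicates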;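 further: 0% = DMSO and -100% = 5 µM competing unlabeled TCR2 RNA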
Target sequence (Q9XUB2 whole entry, looked up): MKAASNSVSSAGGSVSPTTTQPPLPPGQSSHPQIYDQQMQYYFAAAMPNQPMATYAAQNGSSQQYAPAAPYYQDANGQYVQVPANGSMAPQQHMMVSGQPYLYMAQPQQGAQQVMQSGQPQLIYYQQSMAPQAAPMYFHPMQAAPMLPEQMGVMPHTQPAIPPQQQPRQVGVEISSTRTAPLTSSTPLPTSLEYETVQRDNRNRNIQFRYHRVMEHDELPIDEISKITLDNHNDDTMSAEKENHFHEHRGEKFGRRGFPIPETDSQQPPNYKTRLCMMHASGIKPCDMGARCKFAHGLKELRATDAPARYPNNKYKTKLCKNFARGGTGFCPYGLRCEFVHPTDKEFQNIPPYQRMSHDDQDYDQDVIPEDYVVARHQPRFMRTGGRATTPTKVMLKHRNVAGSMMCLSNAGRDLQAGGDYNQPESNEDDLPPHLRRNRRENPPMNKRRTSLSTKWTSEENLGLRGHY
MCL1 BIM primary = disrupts human MCL1 binding to BIM-BH3 peptide. inhibition, % at 10.9 µM. GST-MCL1 / FITC-Bim-BH3 fluorescence polarization. actives 0.68% (n = 320,000);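 active means inhibition above the mean inhibition of all tested compounds plus 3 SD, set per campaign, cut at about 40% in these data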;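 further: 0% = DMSO wells and 100% = unlabeled Bim-BH3 peptide control; higher means more loss of mP so more displacement of Bim peptide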
BCLXL inh = Bcl-xL (human) inhibition; GST-Bcl-xL / FITC-Bim BH3 peptide fluorescence polarization; inhibition, % at 10.9 µM; actives 0.7% (n = 320,000);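 active means inhibition above the mean of all tested compounds plus 3 SD, cutoff set per campaign, cut at about 30% in these data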;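 further: 0% = DMSO wells and 100% = unlabeled Bim-BH3 peptide competitor; inhibitors lower millipolarization by displacing the labeled peptide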
CIT2 TOR yeast = alters CIT2-GFP fluorescence in TOR pathway yeast screen | S. cerevisiae CIT2-GFP strain, flow cytometry, 3 h; 100 means same as DMSO wells | GFP response vs DMSO, % at 10 µM | actives 0.065% (n = 320,000);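 active means GFP response relative to DMSO above a set limit, near the screen mean plus 3 SD, cut at about 150% in these data; inconclusive means Fewer than 70 cells measured for a yeast strain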;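 further: ratio of well median GFP fluorescence to mean of DMSO wells on the plate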
AGP1-GFP MLPCN = modulators of TOR pathway AGP1-GFP in S. cerevisiae; S. cerevisiae AGP1-GFP multiplex flow cytometry, 3 h; GFP as percent of DMSO wells; GFP response vs DMSO, % at 10 µM; actives 0.02% (n = 320,000); AID 2066;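 active means GFP response relative to DMSO above a set limit, near screen average plus 3 SD, cut at about 150% in these data; inconclusive means fewer than 70 cells counted for the yeast strain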;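 further: median GFP channel fluorescence of the gated AGP1 strain per well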
CR mimetic SO = yeast age-related superoxide inhibition as caloric restriction mimetic; S. cerevisiae aged cells, superoxide DHE fluorescence; active compounds read low; superoxide response (% of plate mean), % at 10 µM; actives 0.18% (n = 330,000);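 active means superoxide response under a set limit, about three screen SD below normal, cut at about 65% in these data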;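 further: yeast aged for seven days with compound at 30 °C before DHE staining; 100% = average MFI of all compound-treated wells on the plate with controls excluded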
An asterisk follows results filed as active; ? = inconclusive; · = not tested or not shown; [ ] = dose if it differs, or a comment.

SMILES	GLD-1 RNA inh	GRK2 aptamer HTS	VLA-4 inh	MEX-5 binding	MCL1 BIM primary	BCLXL inh	CIT2 TOR yeast	AGP1-GFP MLPCN	CR mimetic SO
CCOC(=O)N1CCN(C(=O)CSc2nc3ccccc3c(=O)n2-c2ccccc2)CC1	2	2	-7	-1.0	4	2	99	104	87
CC(C)(C)C(=O)N(Cc1ccc(Cl)cc1)Cc1cccnc1	9	2	6	-0.3	-2	0	99	102	110
CCS(=O)(=O)Nc1cccc(C2=NN(S(=O)(=O)c3ccccc3)C(c3ccco3)C2)c1 (centres undefined)	-5	0	1	-3.3	-1	1	107	117	100
O=C(NCCc1ccc2c(c1)OCCO2)c1ccc(F)cc1	3	0	25	-1.2	3	1	102	95	101
C[C@@H]1CCC(=O)N(CC[C@H](N=[N+]=[N-])c2ccccc2)CC1	-4	1	-8	-0.1	2	4	87	91	104
O=C(c1cc(C2CC2)nn1-c1ccccc1)N1CCN(S(=O)(=O)c2c(F)cccc2F)CC1	5	0	7	·	-1	-1	94	101	110
Cc1ccc(C)c(N2CCN(C(=O)CCCn3ncn4c(cc5occc54)c3=O)CC2)c1	5	0	-10	-0.5	4	6	96	97	108
CCN1CCN(C(=O)CSc2cc(=O)n(C)c3ccccc23)CC1	-2	0	4	2.9	0	0	93	95	87
COCCNC(=O)c1cc(-c2ccc(OC)c(OC)c2)on1	3	5	-5	1.2	8	5	87	·	109
Clc1ccc(OCCSc2ncccn2)c(Br)c1	4	0	0	1.6	-2	3	83	94	90
COc1ccc(NS(=O)(=O)c2ccc(N3CC(O)=C(c4ccccc4)C3=N)cc2)cc1	2	2	-6	-3.8	1	-2	87	?	114
N#C/C=C1/NC(=O)c2ccccc2S1	-65	3	-1	2.8	7	8	102	96	93
CCCCOc1ccc(NC(=O)CN2CCN(CC)CC2)cc1	·	0	3	3.7	·	·	106	111	98
COc1cc(C(=O)NCc2nnc(SCC(=O)N3CCCC3)o2)cc(OC)c1OC	-4	0	-13	·	-2	-1	100	96	74
CC(C)N(C(=O)[C@H]1CC(CC(=O)NCCc2ccccn2)C(=O)N2CCc3c([nH]c4ccccc34)[C@]12C)C(C)C (some centres undefined)	-2	0	-16	·	·	·	83	87	100
CCCc1cc(=O)oc2c(CN3CCCC3)c(O)ccc12	-1	0	1	-0.5	-1	3	101	98	98
CC(=O)c1cccc(NC(=S)NC2CCCCC2)c1	4	2	-7	-0.4	15	20	108	105	98
CCOC(=O)C1=C(CC)Nc2ccccc2N=C1NC(=O)Nc1ccc(Cl)c(Cl)c1	7	0	-9	-5.3	-1	-1	91	94	126
O=c1oc2ccccc2c(NC2CCCCC2)c1NS(=O)(=O)c1ccc(Br)cc1	3	0	-14	1.2	10	2	123	105	100
COc1cccc(CNC(=O)CCC(=O)N2CCOCC2)c1	2	0	0	·	0	-1	82	93	83
S=C(NCc1cccs1)Nc1ccccc1	10	1	-10	0.4	9	4	91	103	91
CC(C)c1nnc(NC(=O)CC(C)c2ccccc2)s1 (centres undefined)	13	1	4	1.0	8	4	96	95	94
Cc1cc(Cl)ccc1OCC(=O)Nc1ccccc1CO	6	0	7	1.0	4	0	80	91	93
CCOc1ccc(S(=O)(=O)NN)cc1	5	1	-7	1.6	-4	1	105	108	102
CCOC(=O)C1CCCN(c2oc(-c3ccc(OC)cc3)nc2C#N)C1 (centres undefined)	-4	2	1	0.0	3	12	86	95	96
COc1ccc(CN(C)S(=O)(=O)c2ccc3c(c2)OCCO3)cc1	9	1	17	-1.6	4	6	91	95	91
Cc1nc2c(sc(=S)n2Cc2ccco2)c(=O)n1CC(=O)Nc1ccccc1F	0	0	-5	1.8	5	1	105	100	130
CN1CCN(S(=O)(=O)c2ccc3[nH]c(=O)oc3c2)CC1	6	9	16	0.5	8	4	107	106	91
COc1cc(Nc2ccccc2Cl)c([N+](=O)[O-])nc1[N+](=O)[O-]	5	1	9	-0.1	10	3	100	104	111
Cn1c(CCCCCN)nc2ccccc21	4	0	11	2.6	4	-1	89	89	94

Ordered by molar mass (smallest number first): some entries from above
SMILES	GLD-1 RNA inh	GRK2 aptamer HTS	VLA-4 inh	MEX-5 binding	MCL1 BIM primary	BCLXL inh	CIT2 TOR yeast	AGP1-GFP MLPCN	CR mimetic SO
N#C/C=C1/NC(=O)c2ccccc2S1	-65	3	-1	2.8	7	8	102	96	93
C[C@@H]1CCC(=O)N(CC[C@H](N=[N+]=[N-])c2ccccc2)CC1	-4	1	-8	-0.1	2	4	87	91	104
CCOC(=O)N1CCN(C(=O)CSc2nc3ccccc3c(=O)n2-c2ccccc2)CC1	2	2	-7	-1.0	4	2	99	104	87

Other records.
SMILES	GLD-1 RNA inh	GRK2 aptamer HTS	VLA-4 inh	MEX-5 binding	MCL1 BIM primary	BCLXL inh	CIT2 TOR yeast	AGP1-GFP MLPCN	CR mimetic SO
CC(=O)c1cccc(CN2CCC(n3nccc3NC(=O)c3ccc4c(c3)OCO4)CC2)c1	-3	0	-5	1.1	-3	4	·	94	100
O=C(CSc1ncc(-c2ccccc2)[nH]1)Nc1cccc(O)c1	2	4	-8	-1.9	3	4	103	103	89
COC(=O)c1ccccc1NC(=O)CCC(=O)N1CCSc2ccccc21	1	1	-10	-1.7	-4	-3	97	105	86
CCOC(=O)c1cc(NC(=O)Nc2ccc(OC)c(OC)c2)c(C)nc1C	-4	4	-1	1.8	0	6	105	106	109
CC(C)(C)n1ncc2c(=O)n(CC(=O)c3ccc(Cl)cc3)cnc21	-5	0	15	1.6	1	2	108	108	102
CCOC(=O)c1ccc(S(=O)(=O)N2CCN(CC3CC=CCC3)CC2)cc1 (centres undefined)	5	0	6	0.1	5	6	100	103	114
O=C(NNS(=O)(=O)c1ccc(Br)cc1)C1CCCCC1	2	2	2	4.0	3	-2	93	94	108
CCOc1ccc2oc(C(=O)OCC(=O)NC3CCCCC3)c(C)c2c1	-12	4	0	·	-3	1	100	95	113
O=C(N/C(=C\c1cccs1)C(=O)N1CCOCC1)c1ccco1	7	13	-8	3.4	10	0	96	102	122
CC1CC(C)CN(C(=O)C(C)N(C)CC(=O)Nc2ccccc2Cl)C1 (centres undefined)	4	0	10	·	-1	3	99	99	89
COC(=O)c1ccccc1C(=O)N1CC(O)CO1 (centres undefined)	-2	1	8	-1.3	-2	-1	110	100	91
O=C(COc1ccc(Cl)cc1)Nc1nnc(S(=O)(=O)N2CCCCCC2)s1	5	5	-20	-0.2	-2	-1	107	105	98
CCN(CC)c1nc(Nc2ccc([N+](=O)[O-])cc2)nc(N(CC)CC)n1	8	2	4	2.0	11	3	94	94	97
Cn1c2ccccc2c2c(C(=O)NCCCN3CCCC3=O)cn(C3CCCCC3)c(=O)c21	2	5	3	-0.4	-4	13	98	95	101
C/C=C\C(=O)Nc1cccc(C2=NOC3(C2)C[C@@H](C(N)=O)N(C(=O)CC(c2ccccc2)c2ccccc2)C3)c1 (some centres undefined)	-2	0	15	0.9	-3	0	87	83	94

Sorted by the number under MEX-5 binding (largest number first): some entries from above
| structure | MEX-5 binding |
| --- | --- |
| CCN(CC)c1nc(Nc2ccc([N+](=O)[O-])cc2)nc(N(CC)CC)n1 | 2.0 |
| CC(C)(C)n1ncc2c(=O)n(CC(=O)c3ccc(Cl)cc3)cnc21 | 1.6 |
| CC(=O)c1cccc(CN2CCC(n3nccc3NC(=O)c3ccc4c(c3)OCO4)CC2)c1 | 1.1 |
| COC(=O)c1ccccc1NC(=O)CCC(=O)N1CCSc2ccccc21 | -1.7 |

(next part)
SMILES	GLD-1 RNA inh	GRK2 aptamer HTS	VLA-4 inh	MEX-5 binding	MCL1 BIM primary	BCLXL inh	CIT2 TOR yeast	AGP1-GFP MLPCN	CR mimetic SO
CCOC(=O)C1CCN(C(=O)CCC2CCCC2)CC1	6	0	-3	0.8	6	2	103	101	104
O=C(CCn1nc(-c2ccc(Cl)cc2)ccc1=O)N1CCOCC1	-5	0	6	1.5	-1	4	109	100	103
Cc1ccc(C(=O)CSc2nc(C)cc(C)c2C(N)=O)cc1	-4	1	-5	·	-6	-4	85	88	124
COc1ccc(Nc2nc(N)nc(CSc3nncn3C)n2)cc1	4	1	7	-2.9	4	7	102	117	98
Cc1ccc2[nH]cc(C(=O)CN3CCN(C)CC3)c2c1	0	0	-11	1.0	-22	-15	100	97	114
CC(C)c1ccc(C(=O)CSc2n[nH]c(-c3ccncc3)n2)cc1	3	1	11	2.6	3	6	98	100	80
Fc1ccccc1CSCc1nc2ccccc2[nH]1	6	4	-11	-0.5	-6	2	101	103	90
CSc1nc(-c2ccccc2)nc(C(Cl)Cl)n1	-7	1	30	1.0	4	3	103	95	104
Cc1ccc(SCc2c(C(=O)N/N=C/c3ccncc3)nnn2-c2nonc2N)cc1	-2	0	11	-0.9	10	1	100	99	83
O=C(COC(=O)CNC(=O)c1cccc(OC(F)F)c1)NCc1ccc2c(c1)OCO2	3	1	12	·	·	·	88	94	108
Cc1cccc(OCC(=O)Nc2cc(C)c(C)cc2O)c1	-1	1	5	0.3	-4	1	97	98	86
COCCN1Cc2cccc(C(=O)Nc3ccc(S(=O)(=O)N4CCOCC4)cc3)c2C1=O	2	1	0	1.1	3	3	121	121	101
CCn1nc(CC(=O)O)c2ccccc2c1=O	2	17	7	-1.8	-4	3	100	107	89
Cn1ccnc1SCC(=O)c1ccc(C#N)cc1	6	0	15	2.2	-1	-1	94	100	103
CC(C)(C)n1nc2c(c1NC(=O)COc1ccc(Cl)cc1)CSC2	-1	0	18	1.3	-4	3	100	104	95
O=C(O)c1cc(S(=O)(=O)NCC2COc3ccccc3O2)ccc1Cl (centres undefined)	2	8	-2	·	·	·	104	97	105
CSc1sc2ccccc2[n+]1CCCS(=O)(=O)[O-]	4	0	13	1.5	2	3	95	96	114
Cc1cc2occ(CC(=O)NCc3cccs3)c2cc1C(C)C	-3	2	28	-0.8	0	-1	91	95	95
CN(C)C(CNc1ncccn1)c1ccccc1 (centres undefined)	3	0	8	1.7	-4	-1	83[may fluoresce red]	?	101
CC12CC3CC(C)(C1)CC(C(=O)N1CCCC1)(C3)C2	·	0	5	0.9	·	·	98	98	101

An excerpt of these results, with each value named.
molecule: O=C(O)c1cc(S(=O)(=O)NCC2COc3ccccc3O2)ccc1Cl (centres undefined)
  GLD-1 RNA inh: 2 | GRK2 aptamer HTS: 8 | VLA-4 inh: -2 | MEX-5 binding: · | MCL1 BIM primary: · | BCLXL inh: · | CIT2 TOR yeast: 104 | AGP1-GFP MLPCN: 97 | CR mimetic SO: 105
molecule: CSc1sc2ccccc2[n+]1CCCS(=O)(=O)[O-]
  GLD-1 RNA inh: 4 | GRK2 aptamer HTS: 0 | VLA-4 inh: 13 | MEX-5 binding: 1.5 | MCL1 BIM primary: 2 | BCLXL inh: 3 | CIT2 TOR yeast: 95 | AGP1-GFP MLPCN: 96 | CR mimetic SO: 114
